# NS5 inhibitors = Dengue-2 NS5 methyltransferase inhibitors, primary screen, biochemical, confirmation dose response (AID 588689). inhibition, % at 25 µM; hits with a dose series show IC50 in µM. Dengue-2 NS5 methyltransferase capping enzyme assay, biochemical; higher % means a stronger effect. 340,000 compounds, 0.3% hits; in the data active = a potency from the dose series
# NS5 inhibitors pilot replicate = also measured in NS5 inhibitors; calls as there; inhibition, %; measured here: pilot screen replicate inhibition
# * marks the source's active call; other numbers are inactive results. The list is partial; count on the stated rates, not on these rows.
SMILES,NS5 inhibitors,others
CC(C)NC(=O)Nc1cccc2c1O[C@H](CN(C)C(=O)NC1CCCCC1)[C@H](C)CN([C@H](C)CO)C2=O,-7.9%,
CCC1(CC)NC(=O)N(CC(=O)Nc2ccc(OCc3ccccc3)cc2)C1=O,1.2%,
Cc1ccc(NC(=O)COC(=O)CSCC(=O)Nc2cc(C)on2)c(C)c1,-10.1%,
Cc1ccc(Nc2nc(N)nc(COC(=O)c3ccc(Br)o3)n2)cc1,6.6%,
C=CCC[C@H](Cc1ccc(F)cc1)C(=O)OC[C@@H](Cc1c[nH]c2ccccc12)NC(=O)[C@H](CC=C)CC(=O)NCCO,-6.1%,
CC(C)[C@@H](N)C(=O)NC[C@H]1O[C@@H](n2cnc3c(N)ncnc32)[C@H](O)[C@@H]1O,2.6%,
O=C(NCCc1ccco1)c1ccc(OCc2cn3ccccc3n2)cc1,-4.3%,
NC(=O)NC(CC(=O)NNC(=O)c1ccccn1)c1ccccc1Cl (stereo unspecified),0.0%,
CC1CCCCN1C(=S)Nc1ccc(S(=O)(=O)N2CCCCC2)cc1 (stereo unspecified),-3.4%,
CN(CC(=O)Nc1ccc(Cl)c(Cl)c1)CC(=O)N1CCc2ccccc21,-1.7%,
CN(Cc1ccc(OC(F)F)cc1)C(=O)c1ccc(S(=O)(=O)N(C)c2ccccc2)cc1,-9.0%,
O=C(c1cccs1)N1CCN(S(=O)(=O)c2cccc(Cl)c2Cl)CC1,3.6%,
COC(=O)c1[nH]c2cc(OC)c(OC)cc2c1NC(=O)CN1C[C@H]2C[C@@H](C1)c1cccc(=O)n1C2,-2.2%,
Cc1ncc(CO)n1Cc1ccc(Cl)cc1,7.4%,
O=C(COC(=O)[C@@H]1CC(O)CN1S(=O)(=O)c1ccc(Cl)c(Cl)c1)NC(=O)NCc1ccccc1 (stereo partly specified),-2.7%,
O=C(NCc1ccco1)C1Cc2ccccc2CN1S(=O)(=O)c1ccccc1F (stereo unspecified),-12.1%,
O=[N+]([O-])c1ccc(CSc2ccc(S(=O)(=O)N3CCCCC3)cn2)cc1,8.6%,
CCc1ccc(-c2nn(-c3ccccc3C)cc2C(=O)N2CCN(C3CCS(=O)(=O)C3)CC2)cc1 (stereo unspecified),-8.5%,
COc1ccc(C(=O)Nc2ccc(O)c3ccccc23)cc1OC,3.1%,
CN(C(=O)c1cccc(NC(=O)Cc2ccc(NC(=O)C3CCN(C(=O)C4CCC4)CC3)cc2)c1)C1CCCCC1,-6.0%,NS5 inhibitors pilot replicate=3.4
COc1ccc([N+](=O)[O-])c(O)c1C(C)=O,-0.4%,
Cc1ccccc1OCC(=O)Nc1cc(S(=O)(=O)N2CCOCC2)ccc1N1CCCC1,-16.5%,
C[C@H](CO)N1C[C@H](C)[C@@H](CN(C)Cc2ccc(Cl)c(Cl)c2)OCc2cnnn2CCCC1=O,4.0%,
Cc1csc(=O)n1CC(=O)OCC(=O)NNC(=O)c1ccc([N+](=O)[O-])cc1,-14.7%,
CCOC(=O)C1=CN(Cc2cccc(F)c2)S(=O)(=O)N(CC)C1c1ccc2ccccc2c1 (stereo unspecified),-6.9%,NS5 inhibitors pilot replicate=-4.8
CCOc1ccc(C(=O)NC(=S)Nc2cc(C)ccn2)cc1[N+](=O)[O-],0.8%,
COc1ccccc1NS(=O)(=O)c1cccc(C(=O)NCc2ccncc2)c1,-8.0%,
CCn1nc(C(=O)Nc2ccc(Cl)c(S(=O)(=O)N3CCOCC3)c2)c2ccccc2c1=O,2.9%,
CCN1Cc2cc(OC)ccc2-c2ccccc2S1(=O)=O,-0.7%,NS5 inhibitors pilot replicate=-2.7
CC(C)c1ccc(S(=O)(=O)N2CCN(C(=O)CN3C(=O)NC(C)(c4ccccc4)C3=O)CC2)cc1 (stereo unspecified),2.2%,
CCCCN1CC(COCc2ccccc2)Oc2cccc(Oc3ccc(C)cc3)c2S1(=O)=O (stereo unspecified),1.0%,NS5 inhibitors pilot replicate=1.8
CSc1ccc(S(=O)(=O)NCC(=O)OCC(=O)NCc2cccs2)cc1[N+](=O)[O-],-3.6%,
COc1ccc(C=C2SC(=O)NC2=O)cc1OC,-7.2%,
Nc1ccc2c(c1)C(=O)c1ccccc1C2=O,12.3%,
O=C(C[C@H]1C[C@H]2c3cc(NC(=O)CC4CC4)ccc3O[C@H]2[C@H](CO)O1)NCc1ccccc1F,-1.1%,
CCC/C=C/c1ccc(CN2C(C)C(=O)N(Cc3cn(CC4CCCCC4)nn3)CCS2(=O)=O)cc1 (stereo unspecified),-6.8%,
C#CCOCCOCCOCCNc1nc(N2CCN(C(=O)CCCCCCCCCCNC(=O)[C@H](CCC(=O)O)n3cc(CCCCCN)nn3)CC2)nc(N2CCN(C(=O)CCCCCCCCCCNC(=O)[C@@H]([C@H](C)O)n3cc(C)nn3)CC2)n1,0.0%,
O=C(NCc1ccc2c(c1)OCO2)C(=O)NCC1OCCCN1S(=O)(=O)c1ccccc1 (stereo unspecified),2.3%,
C#CCOCCOCCOCCNc1nc(N2CCOCC2)nc(N2CCN(C(=O)CCCCCCCCCCNC(=O)Cn3cc(CCCCCN)nn3)CC2)n1,9.9%,
N#CCCN(C(=O)COC(=O)c1cc(=O)[nH]c2ccccc12)c1ccccc1,2.4%,
CCCSc1ncnc2[nH]ncc12,0.8%,
CN(C(=O)c1ccc(NC(=O)Cc2cccc(NC(=O)C3CCN(C(=O)C4CC4)CC3)c2)cc1)C1CCCC1,-7.5%,
CC(=O)c1c(C)[nH]c(C(=O)OCC(=O)NCCCc2ccccc2)c1C,2.9%,
Cc1cc(C)c(C(=O)OCC(=O)NC(=O)c2ccccc2)c(C)c1,-7.4%,
Cc1ccccc1NC(=O)COC(=O)CC1CCCC1,-2.9%,
CCc1ccc(C(C#N)=CC=Cc2ccccc2)cc1,-1.1%,
CCN(C[C@H]1N[C@@](CC)(C(=O)OC)[C@H]2C(=O)N(Cc3ccccc3)C(=O)[C@@H]12)C(=O)c1ccc(F)cc1,-4.0%,NS5 inhibitors pilot replicate=-4.3
CNC(C)C(=O)NC(C(=O)N1CCCC1C(=O)NNc1ccccc1)C(C)C (stereo unspecified),0.8%,
Cc1ccc([C@@H]2C[C@H]3[C@@H](CN2S(=O)(=O)c2ccc(Cl)cc2)C(=O)C[C@@H](c2ccccc2F)N3S(=O)(=O)c2ccc(C)cc2)cc1,-8.8%,
CCCN(C(=O)c1ccc([N+](=O)[O-])c(C)c1)c1c(N)n(Cc2ccccc2)c(=O)[nH]c1=O,1.1%,
Cc1ccc(S(=O)(=O)NC(CC(=O)OCc2ccccc2)C(=O)OCc2ccccc2)cc1 (stereo unspecified),4.0%,
CCN1C(=O)[C@@H]2[C@@H](c3ccc(-c4ccc(C(C)=O)cc4)c(OC)c3)N3CCCC[C@@]3(C(=O)OC)[C@@H]2C1=O,-1.6%,
CN(C(=O)COC(=O)c1ccc(S(=O)(=O)N2CCOCC2)cc1)c1ccccc1,7.0%,
O=C(CSc1nnc2ccc(-c3ccc(Br)cc3)nn12)NCC1CCCO1 (stereo unspecified),0.0%,
O=C(CN1CCN(c2ccccc2F)CC1)NC(=O)NC1CCCCC1,-0.4%,
Cc1nc2ccc(NC(=O)C3=NN(C)C(=O)CC3)cc2s1,-2.3%,
N#Cc1ccc(NCC(=O)Nc2ccc(S(=O)(=O)N3CCCCC3)cc2)cc1,-9.4%,
COc1ccc(NC(=O)c2ccc(OC)c(S(=O)(=O)N3CCCCC3C)c2)cn1 (stereo unspecified),14.5%,
O=C(Nc1cccc(Cl)c1)c1nc[nH]c1C(=O)N1CCc2ccccc2C1,-3.1%,
CC(C)CC1Nc2ncnc(N3CCOCC3)c2N(Cc2ccc(Cl)cc2)C1=O (stereo unspecified),4.1%,

# Twelve compounds out of the list, arranged by molecular weight, ascending.
SMILES,NS5 inhibitors,others
CCc1ccc(C(C#N)=CC=Cc2ccccc2)cc1,-1.1%,
Cc1nc2ccc(NC(=O)C3=NN(C)C(=O)CC3)cc2s1,-2.3%,
O=C(CN1CCN(c2ccccc2F)CC1)NC(=O)NC1CCCCC1,-0.4%,
O=C(Nc1cccc(Cl)c1)c1nc[nH]c1C(=O)N1CCc2ccccc2C1,-3.1%,
CNC(C)C(=O)NC(C(=O)N1CCCC1C(=O)NNc1ccccc1)C(C)C (stereo unspecified),0.8%,
N#Cc1ccc(NCC(=O)Nc2ccc(S(=O)(=O)N3CCCCC3)cc2)cc1,-9.4%,
COc1ccc(NC(=O)c2ccc(OC)c(S(=O)(=O)N3CCCCC3C)c2)cn1 (stereo unspecified),14.5%,
CCCN(C(=O)c1ccc([N+](=O)[O-])c(C)c1)c1c(N)n(Cc2ccccc2)c(=O)[nH]c1=O,1.1%,
O=C(CSc1nnc2ccc(-c3ccc(Br)cc3)nn12)NCC1CCCO1 (stereo unspecified),0.0%,
Cc1ccc(S(=O)(=O)NC(CC(=O)OCc2ccccc2)C(=O)OCc2ccccc2)cc1 (stereo unspecified),4.0%,
CCN(C[C@H]1N[C@@](CC)(C(=O)OC)[C@H]2C(=O)N(Cc3ccccc3)C(=O)[C@@H]12)C(=O)c1ccc(F)cc1,-4.0%,NS5 inhibitors pilot replicate=-4.3
CCN1C(=O)[C@@H]2[C@@H](c3ccc(-c4ccc(C(C)=O)cc4)c(OC)c3)N3CCCC[C@@]3(C(=O)OC)[C@@H]2C1=O,-1.6%,

# (list continues)
SMILES,NS5 inhibitors,others
CCc1cccc(CC)c1N1C(=O)CC(Sc2ccccc2N)C1=O (stereo unspecified),-4.0%,
O=S(=O)(NCCC1=CCCCC1)c1ccc(OC(F)(F)F)cc1,-8.7%,
CCCN(CC(=O)Nc1cc(Cl)ccc1Cl)C(=O)/C=C/c1cc(OC)ccc1OC,-5.2%,
CCOC(=O)C1=C(COC(=O)c2ccc([N+](=O)[O-])s2)NC(=O)NC1C (stereo unspecified),0.0%,
O=C(CCN1C(=O)NC2(CCCC2)C1=O)Nc1ccc(Sc2ccc(Br)cc2)cc1,-10.3%,
CCC1(c2ccccc2)NC(=O)N(CC(=O)Nc2ccc(N3CCCC3)cc2C)C1=O (stereo unspecified),-7.4%,
CCCCN1C(=N)N([C@@H](C)CN2CCC[C@H]2CN2C(N)=NC[C@H]2CC(C)C)C[C@H]1Cc1ccccc1,-6.4%,
COCCN(CC(=O)Nc1cccc(C)c1C)C(=O)CN1C(=O)NC2(CCCCC2)C1=O,2.2%,
Cn1c(CO)nc2c3ccccc3ccc21,-1.5%,
C[C@H](NC(=O)c1nc[nH]c1C(=O)N[C@@H](CCCCN)C(=O)OC(C)(C)C)C(=O)OCc1ccccc1,5.6%,
COc1cccc(C(=O)OCC(=O)Nc2ccc3c(c2)OCCO3)c1,1.2%,
O=C(c1ccc2ccccc2n1)N1CCN(S(=O)(=O)c2ccccc2)CC1,3.7%,
CCN(c1ccccc1)S(=O)(=O)c1ccc(OC)c(NC(=O)c2cc(F)c(F)c(F)c2F)c1,0.8%,
CCN(CC(=O)Nc1c(F)cccc1F)C(=O)c1ccc(Cl)c(S(=O)(=O)N2CCCC2)c1,2.2%,
O=C(CCC(=O)N1CCN(c2cccc(Cl)c2)CC1)c1cccs1,-9.4%,
CCCCOc1ccc(C(=O)NCC(=O)NCC(c2ccc(OC)cc2)N2CCCC2)cc1 (stereo unspecified),3.7%,
Cc1ccc(NC(=O)CCNC(=O)c2ccc(Br)cc2)cc1S(=O)(=O)N1CCCCCC1,-0.7%,
C[C@H](NC(=O)c1ccco1)C(=O)Nc1nc(-c2ccccn2)cs1,-3.1%,
Cc1onc(-c2ccccc2)c1C(=O)NNC(=O)c1ccccc1,-2.6%,
COc1ccccc1NS(=O)(=O)c1cccc(C(=O)NCC(c2ccco2)N(C)C)c1 (stereo unspecified),-4.4%,
CN(C)C=Nc1ccc([N+](=O)[O-])c2ccccc12,-1.1%,
O=C(c1cc2ccccc2o1)N1CCN(S(=O)(=O)c2c(F)cccc2F)CC1,-3.0%,
CCc1cc2c(COC(=O)CCNS(=O)(=O)c3cccc(C(F)(F)F)c3)cc(=O)oc2cc1O,-0.8%,
Cc1cc(C)c(C(=O)OCC(=O)Nc2cccc(S(=O)(=O)N3CCCCC3)c2)c(C)c1,-14.4%,
CCC(C(=O)OCC(=O)N(CC)c1c(N)n(Cc2ccccc2)c(=O)[nH]c1=O)c1ccccc1 (stereo unspecified),-3.4%,
NC(=S)NN=C1CCC(C2CCCCC2)CC1 (stereo unspecified),8.1%,
O=C(Nc1ccc(F)cc1)C(c1ccccc1)N1CCN(CC(=O)N2CCCC2)CC1 (stereo unspecified),-4.5%,
Cc1ccc([N+](=O)[O-])cc1S(=O)(=O)Nc1ccc(C(=O)NCC2CCCO2)cc1 (stereo unspecified),-5.1%,
CC(=O)c1ccc(S(=O)(=O)N2CCN(C(=O)c3ccc(-n4nc(C)c(Cl)c4C)cc3)CC2)cc1,-9.2%,
Cc1ccc(S(=O)(=O)N2CCN(C(=O)COC(=O)COc3ccc(Cl)cc3)CC2)c(C)c1,-0.8%,
COc1ccc(C(=O)N2CCN(c3ccc(N4CCOCC4)nn3)CC2)cc1OC,-3.7%,
Cc1ccc(C(=O)O)cc1S(=O)(=O)Nc1ccccc1C(=O)NC1CC1,0.0%,
O=C(CN1C(=O)c2ccc([N+](=O)[O-])cc2C1=O)NCCC1=CCCCC1,0.7%,
CC(OC(=O)CCN=C1NS(=O)(=O)c2ccccc21)C(=O)N(C)C1CCCCC1 (stereo unspecified),-8.0%,
Cc1ccc(S(=O)(=O)CCC(=O)OCC(=O)NCc2ccccc2)cc1,-5.1%,
COc1cc(C(C)=O)cc(OC)c1O,2.2%,
C=CCC[C@H](Cc1ccc(F)cc1)C(=O)OC[C@H](C)NC(=O)[C@H](CC=C)CC(=O)N(CCO)Cc1ccccc1,-0.8%,
Cc1[nH]c2ccccc2c1C=NNC(=O)c1cc(-c2cccnc2)nc2ccccc12,-1.5%,
CCN1C(=O)[C@@H]2[C@H](C1=O)[C@@H]1C(=O)Nc3ccccc3C(=O)N1[C@@H]2c1ccc(OC)cc1,0.8%,
CCOC(=O)C1CCN(C(=O)C(C)Oc2ccc(C(=O)c3ccccc3)cc2)CC1 (stereo unspecified),-8.6%,
COc1cccc(C2CC(=O)Nc3cc(C)c(C)cc32)c1 (stereo unspecified),-1.1%,
CCOc1ccc(Oc2ccc(S(=O)(=O)N3CCOCC3)cc2NC(=O)C2=COCCO2)cc1,-5.0%,
COc1ccccc1NS(=O)(=O)c1cccc(C(=O)N/N=C(/C)c2ccc(-n3ccnc3)cc2)c1,-0.8%,
